BLM helicase inh: Bloom syndrome helicase (human) inhibition. P54132. Potency, µM (top dose mostly 56.1 µM), for inactives: top-dose activity change, negative = inhibition, most hits filed as inhibitors. 0.2% of 350,000 active. AID 2528. recombinant BLM DNA unwinding, fluorescence dequenching;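 further: plate controls were vehicle for no effect and no enzyme for full effect; nearly all actives have a fitted effect of over 35% in size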
G9a inh: blocks human histone lysine methyltransferase G9a | 8.8% of 350,000 active | Potency, µM (series often up to 102 µM), for the others: at the highest dose activity, negative = inhibition, usual class: inhibitors | Q96KQ7 | AID 504332 | G9a H3K9 monomethylation, AlphaScreen, 2 h; further: on the % scale 0 is the no-effect control and ±100 the full control effect; nearly all actives have a fitted effect of over 75% in size
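Readings reflect AlphaScreen signal from monomethyl-H3K9 antibody detection. HMT at 20 nM; substrate b-H3K9 500 nM; cofactor SAM 20 uM; 2 h RT reaction; compounds tested as titrations in qHTS with 15 min preincubation.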
Pin1 inh: human Pin1 inhibition | 0.009% of 390,000 active | Pin1 FP peptide displacement, HiFluor488, 10 min | Potency, µM (top dose mostly 115 µM), inactives show at the top dose activity, negative = inhibition, hits mostly inhibitors | Q13526; active means well fitted inhibition curve with a large enough effect in the polarisation, with a control signal flat, not every such curve was filed as active; inconclusive means small, poorly fitted or top-dose-only effect, or effect the other way, or a change in a side signal; inactive means no such curve, though single readings can be large or run the other way; the % refers to the polarisation; further: on the % scale 0 is the no-effect control and ±100 the full control effect
POLI inh: DNA polymerase iota (human) inhibition; AID 588590; 1% of 390,000 active; Pol iota fluorescent replication assay, 10 min; Potency, µM (doses to about 115 µM), for the others: at the top dose activity, negative = inhibition, usual class: inhibitors; Q9UNA4
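Pol iota at 10 nM preincubated 15 min with compounds at room temperature; reaction started with fluorescent substrate, 50 nM final. Fluorescence read kinetically at 0 and 10 min; buffer-only wells as negative control.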
BAZ2B block: BAZ2B (human) inhibition; Q9UIF8; Potency, µM (titrated, usually from 114 µM), for the others: at the highest dose activity change, negative = inhibition, usual class: inhibitors; AlphaScreen BAZ2B-H3K14Ac peptide displacement; AID 504333; 4.4% of 360,000 active; further: on the % scale 0 is the no-effect control and ±100 the full control effect; nearly all actives have a fitted effect of over 60% in size
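BAZ2B 50 nM plus b-H3(5-23)K14Ac 50 nM, PBS pH 7.4/0.01% Tween-20, 30 min RT; compound added (max 110 uM), 30 min RT; streptavidin donor/Ni-chelate acceptor beads 10 ug/mL final, 20 min dark; AlphaScreen read.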
JMJD2A Tudor inh: inhibitors of human JMJD2A Tudor domain. O75164. AlphaScreen JMJD2A-Tudor / H3K4me3 peptide binding. Potency, µM (top dose mostly 114 µM), inactives show top-dose activity change, negative = inhibition, usual class: inhibitors. 4.4% of 390,000 active; further: on the % scale 0 is the no-effect control and ±100 the full control effect; nearly all actives have a fitted effect of over 50% in size
GLS inh: glutaminase GLS (human) inhibition. 0.21% of 410,000 active. GLS enzymatic activity, qHTS titration. Potency, µM (titrated, usually from 45.5 µM), for the others: top-dose activity change, negative = inhibition, most hits filed as inhibitors. AID 624170. O94925; further: on the % scale 0 is the no-effect control and ±100 the full control effect
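Two-point fluorescence kinetic (t0, 30 min RT) for hKGA; glutamate detected via glutamate oxidase–HRP–Amplex Red. Substrate: 1 mM L-glutamine solution; buffer 45 mM KH2PO4, pH 8.2.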
HP1b chromo inh: HP1-beta chromodomain-methylated histone interaction inhibition | Potency, µM (highest dose often 114 µM), for the others: at the top dose activity change, negative = inhibition, hits mostly inhibitors | 0.56% of 390,000 active | AlphaScreen HP1-beta / biotin-H3K9me3 peptide binding; further: nearly all actives have a fitted effect of over 70% in size; inactives centre near 23
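Compound inhibition of the preformed complex between 50 nM HP1-beta and 50 nM biotinylated H3K9me3 peptide was read by AlphaScreen. Buffer was PBS pH 7.4 with 0.01% Tween-20. Incubations ran 30 min at room temperature, with 10 ug/mL donor/acceptor beads.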
Tb PGK inh: inhibitors of T. brucei phosphoglycerate kinase. PGK/GAPDH coupled, Kinase-Glo luminescence, 60 min. Potency, µM (top dose mostly 57.5 µM), for the others: at the top dose activity change, negative = inhibition, actives largely listed as inhibitors. P07378. AID 602233. 0.043% of 380,000 active; further: on the % scale 0 is the no-effect control and ±100 the full control effect; nearly all actives have a fitted effect of over 60% in size
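Luminescent ATP detection (Kinase-Glo Plus) follows a 60-minute room-temperature incubation, with wells lacking PGK as controls. Buffer: 100 mM TEA (pH 7.6), 5 mM MgCl2, 0.01% Tween-20. Coupling enzyme GAPDH (100 nM final) supplies unstable 1,3-BPG in-well.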
* marks the source's active call; other numbers are inactive results; i = inactive; ? = inconclusive; / = no result given; [ ] = another dose, or the depositor's remark. Unless noted, the call rests on the fitted dose curve; in most records, active means well fitted curve in the direction sought with a large enough effect; inconclusive means small, poorly fitted or top-dose-only effect, or another doubt; inactive means no such curve, though single readings can be large; an effect the other way counts as inactive or inconclusive. Potency means the concentration at half of the fitted maximal effect.

SMILES	BLM helicase inh	G9a inh	Pin1 inh	POLI inh	BAZ2B block	JMJD2A Tudor inh	GLS inh	HP1b chromo inh	Tb PGK inh
FC(F)(F)c1cccc(OCc2nnc3n2CCC3)c1	2%	47%[activator]	-5%	153%[activator]	-5%	-19%	-5%	24%	-3%
C/C(=N\O)C(=O)C(CN1CCCCC1)CN1CCCCC1	-2%	0.89µM*	-1%	?	8%	-30%	26%	?	-5%
CCOc1ccccc1N(CC)C(=O)Nc1cn(C)c(=O)c2ccccc12	-1%	9%[59 µM]	0%	28%	6%	5%	7%	33%	1%
COc1ccc(-c2nn(-c3ccccc3C)cc2CNC(C)Cn2cncn2)cc1F (configuration not stated)	-4%	-5%	3%	-10%	-5%	-11%	19%	28%	-5%
CC(=O)Nc1ccc(S(=O)(=O)N[C@@H](C)C(=O)NC2CCCc3ccccc32)cc1 (some centres not stated)	/	/	10%	20%	/	-17%	4%	32%	i
COc1ccc2cc(C(=O)NCc3ccccc3)[nH]c2c1	-4%	12%	-5%	13%	3%	-17%	4%	29%	i
CC1(C)C(c2ccccc2)=NC(c2ccc(Br)cc2)N1O (configuration not stated)	0%	/	3%	88%[activator]	-13%	-9%	?	38%	-1%
CCCSc1nc(C)c(CC(=O)OCC)c(=O)[nH]1	-3%	-20%[12.7 µM]	-2%	?	?	-13%	14%	14%	i
CC(C)C(=O)Nc1ccc(-c2nnc(-c3ccccc3)o2)cc1	-2%	2%	55%[activator]	10%	-17%	?	-14%	-11%	i
Cc1cc(NC(=O)Nc2c[nH]c(=O)[nH]c2=O)ccc1Br	-15%	34%	?	-26%	-7%	-26%	-21%	32%	i
CCCCCCCCC(=O)N/N=C(\C)c1ccc(O)cc1O	-5%	36%	-15%	10%	-26%	-15%	13%	18%	6%
COc1cccc(CN2C(=O)CN(C3CCCCC3)C(=O)C2c2ccc(OC(C)C)c(OC)c2)c1 (configuration not stated)	-5%	0%[59 µM]	-2%	19%	1%	-19%	-33%	24%	-6%
Cc1ccc(NC(=O)c2ccc(NC(=O)N3CCSc4ncccc43)cc2)cc1Cl	-5%	?	?	-6%	-22%	-12%	6%	23%	i
COc1ccc(NC(=O)c2c(NC(=O)COc3ccccc3)sc3c2CCC(C)C3)cc1 (configuration not stated)	-5%	-45%[59 µM]	-17%	-11%	5%	-2%	-4%	23%	0%
O=C(NC1CCCC1)C1(c2ccccc2)CCN(S(=O)(=O)c2ccccc2)CC1	-2%	?	-1%	8%	-4%	-8%	-1%	4%	-2%
Cn1c(=O)c2c(ncn2CC(=O)OCC(=O)NC(c2ccccc2)c2ccccc2)n(C)c1=O	1%	-9%	4%	12%	-6%	2%	18%	25%	i
CC(=O)c1c(C)[nH]c(C(=O)N2CCN(S(=O)(=O)c3ccc(C)cc3C)CC2)c1C	/	?	-9%	23%	?	-19%	1%	28%	-4%
Cc1ccc(NC(=O)CC(O)(C(F)(F)F)C(F)(F)F)c(Br)c1	-7%	3%[59 µM]	-2%	2%	-1%	-7%	25%	39%[activator]	-10%
Cn1c(COc2nnc(-c3ccc(Cl)cc3)c3ccccc23)nc2ccccc21	0%	?	-3%	12%	-37%	-6%	6%	26%	6%[11.5 µM]
COc1ccc(C(=O)Nc2nc(CC(=O)NCCc3ccccc3OC)cs2)cc1	/	-27%	0%	45%[activator]	-3%	-12%	-12%	20%	7%
COc1cccc(CNC(=O)c2cc3c(=O)n(C)c4ccccc4c3n2C)c1	-3%	-8%[59 µM]	-8%	45%[activator]	-26%	-7%	-2%	56%[activator]	i
O=C(c1ccc(F)cc1)n1c(NCc2ccccc2)n[nH]c1=S	-3%	19%	4%	68%[activator]	-16%	-33%	-2%	3%	i
CCOCCCNC(=S)N1CCC(NC(=O)C23CC4CC(CC(C4)C2)C3)CC1	-1%	16%[59 µM]	-1%	158%[activator]	-17%	-11%	3%	15%	8%
COCCNC(=O)C(=O)Nc1cc2c3c(c1)CCC(=O)N3CCC2	2%	0%	?	?	-14%	-34%	-7%	1%	-3%
C=Cc1ccc(Cn2c(SCC(=O)N3CCN(c4ccc(F)cc4)CC3)nc3ccccc32)cc1	-4%	?	22%	37%[activator]	-25%	-22%	6%	17%	-5%
COc1cc(C2SCC(=O)N2c2c(C)n(C)n(-c3ccccc3)c2=O)ccc1O (configuration not stated)	3%	32%[activator]	-3%	84%[activator]	21%	3%	-9%	29%[57 µM]	i
O=C(NCc1ccccc1)C(c1ccc(F)cc1)N(Cc1ccc2c(c1)OCO2)C(=O)Cn1nnc(-c2cccs2)n1 (configuration not stated)	-2%	4%[59 µM]	12%	-4%	-4%	-4%	-1%	25%	-8%
O=C(CSc1ccc2nc(-c3ccccc3)cn2n1)NCC1CCCO1 (configuration not stated)	4%	26%	1%	35%[activator]	-9%[57.1 µM]	-6%	-11%	23%	-2%
CC(=O)NS(=O)(=O)c1ccc(N=NN2CCOCC2)cc1	2%	2%[59 µM]	12%	5%	-6%	-7%	-4%	45%	i
COc1cccc(C(=O)N2c3cc(C)ccc3C(C)(c3ccccc3)CC2(C)C)c1 (configuration not stated)	-8%	-4%[59 µM]	10%	43%[activator]	-2%	-12%	-9%	35%	-4%
Cc1ccccc1-c1nc2c(s1)CCc1onc(-c3cccc([N+](=O)[O-])c3)c1-2	/	23%[2.33 µM]	1%	-6%	1%	-21%	-1%	24%	4%
Oc1c(C(c2ccccc2)N2CCCC2)sc2nc(-c3ccco3)nn12 (configuration not stated)	1%	5%[59 µM]	-17%	?	?	-13%	-9%	17%	i
CCc1ccc(NC(=O)Cn2c(=O)n(Cc3ccc4c(c3)OCO4)c(=O)c3oc4ccccc4c32)cc1	-4%	-4%[59 µM]	?	21%	-26%	1%	-10%	37%	3%
COC(=O)/C=C/COc1ccccc1[N+](=O)[O-]	1%	-33%	0%	-24%	-11%	?	?	?	-9%
CC(C)(O)C#Cc1ccc(CN2CCN(Cc3ccsc3)C(CCO)C2)s1 (configuration not stated)	-3%	2%	0%	35%	-5%	-9%	0%	13%	-2%
COc1ccc(-c2cc(C(F)(F)F)nc(SCCC(=O)Nc3c(C)cccc3C)n2)cc1	0%	4%[59 µM]	-2%	25%	2%	7%	-1%	41%[activator]	8%
COc1ccc(S(=O)(=O)N(CC(=O)Nc2cc(Cl)ccc2C)Cc2ccccc2)cc1OC	-10%	1%[59 µM]	?	4%	3%	-25%	3%	58%[activator]	i
CCCN(CCC)C(=O)Cn1c(=O)n(-c2ccc(Cl)cc2)c(=O)c2c3c(sc21)CCCCC3	-5%	8%[59 µM]	-3%	24%	2%	8%	3%	27%	1%
O=C(COC(=O)CCc1nc2ccccc2c(=O)[nH]1)Nc1c(Cl)cccc1C(F)(F)F	/	?	0%	?	5%	-7%	2%	20%	i
Cc1nc(S(=O)(=O)c2ccc(Cl)cc2Cl)nc2c1CCC2	4%	-48%	-2%	-4%	-36%	-2%	0%	21%	0%
Cc1ccc(O)c(NC(=O)CSc2ccc(Cl)cc2)c1	-3%	-2%	7%	22%	-21%	-5%	24%	18%	1%
CC1CCN(C(=O)COc2ncnc3ccccc23)CC1	-3%	0%	1%	85%[activator]	-12%	1%	5%	37%	16%
Cc1cccc(Cn2c(SCc3ccc(C(=O)NCCc4ccccc4)cc3)nc3ccncc32)c1	-5%	?	40%[activator]	-2%	-5%	-26%	-1%	32%	-4%
Cc1cc(C)c2nc(N(CCN(C)C)C(=O)c3ccc(S(=O)(=O)N(C)CC4CCCO4)cc3)sc2c1 (configuration not stated)	4%	79µM*	4%	15%	?	?	19%	-15%	i
O=C(CCl)N1c2ccccc2OCC1c1ccccc1 (configuration not stated)	-13%	-7%[59 µM]	8%	-5%	-37%	?	0%	18%	3%
CCCCC(CC)CNCc1cccn1CCN1CCOCC1 (configuration not stated)	-3%	?	-1%	48%[activator]	?	28µM*	-4%	?	-3%
CC(=O)Oc1ccc(C(=O)NCc2ccco2)cc1	-3%	10%	-6%	10%	-6%	-5%	-1%	24%	-4%
Cc1ccccc1CNC1CCCCC1	0%	-10%[59 µM]	4%	5%	8%	-13%[57.1 µM]	1%	41%[activator]	-3%
CCOC(=O)N1CCN(C(=O)c2ccc(N3C(=O)CCC3=O)cc2)CC1	2%	4%[12.7 µM]	-12%	7%	0%	-11%	5%	15%	0%
CN(CC(=O)NCc1ccccc1Cl)S(=O)(=O)c1ccc2c(c1)c(=O)n(C)c(=O)n2C	3%	1%[59 µM]	?	-4%	-6%	-16%	2%	10%	-6%

Three records picked at random from those above:
SMILES	BLM helicase inh	G9a inh	Pin1 inh	POLI inh	BAZ2B block	JMJD2A Tudor inh	GLS inh	HP1b chromo inh	Tb PGK inh
CC(=O)Oc1ccc(C(=O)NCc2ccco2)cc1	-3%	10%	-6%	10%	-6%	-5%	-1%	24%	-4%
CN(CC(=O)NCc1ccccc1Cl)S(=O)(=O)c1ccc2c(c1)c(=O)n(C)c(=O)n2C	3%	1%[59 µM]	?	-4%	-6%	-16%	2%	10%	-6%
Cc1ccccc1CNC1CCCCC1	0%	-10%[59 µM]	4%	5%	8%	-13%[57.1 µM]	1%	41%[activator]	-3%

Going on with the list:
SMILES	BLM helicase inh	G9a inh	Pin1 inh	POLI inh	BAZ2B block	JMJD2A Tudor inh	GLS inh	HP1b chromo inh	Tb PGK inh
COc1ccc(OC)c(S(=O)(=O)Nc2ccc(O)c(Sc3ncn[nH]3)c2)c1	-4%	7.9µM*	70%[activator]	?	?	?	2%	8%	?
CC(C)c1cc(C(=O)O)n(-c2ccccc2)n1	-1%	?	3%	-5%	?	?	-4%	5%	-7%
CN(c1ccc(OCc2nnc(-c3ccccc3)o2)cc1)S(=O)(=O)c1ccccc1	-4%	9%[12.7 µM]	0%	1%	-12%	0%	16%	22%	4%
COCCC1CCCCN1C(=O)c1cccc(OC2CCN(S(C)(=O)=O)CC2)c1 (configuration not stated)	4%	/	-1%	26%	-6%	-9%	7%	7%	-5%

Compound activity from PubChem BioAssay.

These rows are one share of the data. The share of hits here may be higher or lower than overall.
